All columns: NCI-60 one-dose screen, growth in % after 48 h at 10 µM unless noted; 100 = growth as untreated, 0 = no growth, -100 = all killed.
HL-60(TB): HL-60(TB) leukemia cells. AID 1794776. hit rate 9% among 78,000; active = growth percent below 10
An asterisk follows results filed as active; & = joins results of further samples; [ ] = remark or other dose. Only part of the results is shown; rates above refer to the full screens.

SMILES	HL-60(TB)
COc1ccc(NC(=O)CSc2nnc(-c3ccc4nc(-c5cc(OC)c(OC)c(OC)c5)[nH]c4c3)o2)cc1	111
CCCCCC(=O)c1ccco1	99
COc1ccc(C2C3=C(CC(C)(C)CC3=O)N(CCc3ccc(S(N)(=O)=O)cc3)C3=C2C(=O)CC(C)(C)C3)cc1	97
Cc1ccc(NC(=O)Cn2c(=O)c3ccccc3c(=O)n2-c2ccccc2)cc1	96
Cc1ccc2nc(COc3ccc(C(=O)NNC(=O)Nc4ccc(Cl)c(C(F)(F)F)c4)cc3)[nH]c2c1	86
O=C(N/N=C/c1ccc2c(c1)CCC2)c1cccc([N+](=O)[O-])c1	109
Cn1c(=O)[nH]c(=O)c2nc3cc(-c4ccc(F)cc4F)oc3nc21	97
CCOC(=O)C(C(=O)CC)C(=O)OCC	94
ICC1CCCCC1	99
CC(=O)Cn1c(CN2CCN(C)CC2)nc2ccccc2c1=O	98
Cc1nc2ccc(Cl)cn2c1C(=O)NCc1ccc(OCc2cn(Cc3ccc([N+](=O)[O-])cc3)nn2)cc1	103
COCCOCCOCc1cc2c(cc1Br)OCO2	90
CC(C)C(=O)c1ccc(O)c(O)c1	91
C=C(CO)[C@@H]1CC[C@]2(COC3CCCCO3)CC[C@]3(C)[C@H](CC[C@@H]4[C@@]5(C)C=C(C=O)C(=O)C(C)(C)[C@@H]5CC[C@]43C)[C@@H]12 (some centres not stated)	-60*
COc1cc(Nc2ncccc2NC(=O)c2cn(Cc3ccc(F)cc3)nn2)cc(OC)c1OC	101
O=C(Nc1ccc(-c2nc(-c3cccc(O)c3)c(-c3ccnc(Br)c3)[nH]2)cc1)Oc1ccccc1	75
Cc1ccc(C(=O)Nc2cccc(C(F)(F)F)c2)cc1Nc1nc(-c2cnccn2)nc2c1cnn2C	22
CNc1nc(=O)n(C2CCCO2)cc1C (configuration not stated)	95
COC(=O)C(O)C(Cc1ccccc1)NC(=O)c1[nH]c2ccccc2c(=O)c1C (configuration not stated)	98
COc1cc(-c2nc(C(=O)NCCCCC(=O)NO)nn2-c2ccc(Cl)cc2)cc(OC)c1OC	92
CC1=NCCC2NC(=O)NC(C)=C12 (configuration not stated)	105
C/C(CCC(=O)O)=N/Nc1ccc(S(=O)(=O)O)cc1	101
Cc1ccc(-c2nc([P+](c3ccccc3)(c3ccccc3)c3ccccc3)c(N3C[C@H]4C[C@H](C3)c3cccc(=O)n3C4)o2)cc1	37
OC1CNc2c(ccc3ccccc23)C1 (configuration not stated)	88
CCOP(=S)(NN=C1CCCCC1)OCC	97
O=C(O)c1ccc(-c2nn(-c3ccc(C(=O)O)cc3)cc2/C=N/Nc2ccc(F)cc2F)cc1	103
Cc1cc(C(C)C)c(C)cc1C(C)C	80
O=S(=O)(Nc1ncccn1)c1ccc(-n2c(-c3ccccc3)nc(-c3ccccc3)c2-c2ccccc2)cc1	96
O=C(O)C(Br)C(O)c1ccccc1 (configuration not stated)	112
O=C1C(c2[nH]c3ccc(S(=O)(=O)O)cc3c2O)=Nc2ccc(S(=O)(=O)O)cc21	76
COc1ccc2cc(C3=Nc4ccccc4SC3)ccc2c1	108
c1ccc(-c2cc3n4c(-c5ccccc5)nn(-c5ccccc5)c4cnc-3n2)cc1	120
NS(=O)(=O)c1ccc(NC(=O)N2CCN(c3ccccc3)CC2)cc1	96
CCCCOC(OCCCC)C(C)N (configuration not stated)	95
COc1ccc(-c2nnn(-c3ccccc3)c2N)cc1OC	92
CCOC(=O)C1=C(c2ccccc2)N=C2SC3C(=NN(c4ccccc4)C3c3ccc(Br)cc3)N2C1c1ccc(O)cc1 (configuration not stated)	107
CCCN(CCSSCCNc1nc(N(C)O)nc(N(C)O)n1)c1nc(N(C)O)nc(N(C)O)n1	88
CCOC(=O)/C=C/c1ccc([N+](=O)[O-])cc1	98&99
O=C1CC(c2ccccc2)=NN1c1ccccc1	117
COc1cc2c3cc(C(=O)O)sc(=O)c3n(C)c2cc1OC	97
CO[C@@H]1C=C2[C@H]3CC(C)(C)C(=O)C[C@]3(C(=O)O[C@@H]3O[C@H](CO[C@@H]4O[C@H](CO)[C@@H](OC5OC(C)C(O)C(O)C5O)[C@H](O)[C@H]4O)[C@@H](O)[C@H](O)[C@H]3O)CC[C@@]2(C)[C@]2(C)CC[C@H]3C(C)(C)C(=O)CC[C@]3(C)[C@@H]12 (some centres not stated)	57
NC(=O)c1[nH]cnc1NN=NCCF	53
COc1cc2oc(-c3cccc(NC(=O)[C@H](CC(C)C)NC(=O)OC(C)(C)C)c3)cc(=O)c2c(OC)c1OC	69
CCCCc1c(Nn2cnnn2)no[n+]1[O-]	38
O=C(CCl)N(O)c1ccc(/C=C/c2ccccc2)cc1	51&69

Two entries drawn at random from the list so far:
SMILES	HL-60(TB)
NC(=O)c1[nH]cnc1NN=NCCF	53
CCCCOC(OCCCC)C(C)N (configuration not stated)	95

Quoted from the results shown for reference:
SMILES	HL-60(TB)
CCCCc1c(Nn2cnnn2)no[n+]1[O-]	38
O=C(CCl)N(O)c1ccc(/C=C/c2ccccc2)cc1	51&69

The listing continues:
SMILES	HL-60(TB)
Cc1ccc(S(=O)(=O)c2ccc(C)c([N+](=O)[O-])c2)cc1[N+](=O)[O-]	106
CC(=O)CC(=O)Nc1cccc2ccccc12	117
COc1ccc(C/C(=C(\C)c2ccc(OCCN3CCCC3)cc2)c2ccc(OCCN3CCCC3)cc2)cc1	-58*
c1ccc(Sc2nnc(-c3ccccc3)o2)cc1	99
Cc1ccc(NC(=O)Nc2cc(C(F)(F)F)cc(C(F)(F)F)c2)c(C(=O)O)c1	108
CCCCCCCCCCC(CN(C)C)C(=O)c1ccccc1 (configuration not stated)	63
Nc1nn2c(-c3cc4cc(Br)ccc4oc3=O)ccnc2c1N=Nc1ccc(S(N)(=O)=O)cc1	104
Cc1cc(Cl)ccc1NCN1C(=O)c2ccccc2C1=O	60
COc1ccc(C2=NN(c3ccc(S(N)(=O)=O)cc3)C(c3cn(-c4ccccc4)nc3-c3ccc(Cl)cc3)C2)cc1 (configuration not stated)	85
S=C(NCCN1CC1)Nc1cccc2ccccc12	152
CC(Sc1nncn1-c1ccccc1)C(=O)Nc1cccc(Cl)c1 (configuration not stated)	73
CCC(=O)Oc1ccc(/C(=C(/CC)c2ccccc2)c2ccc(OCCN3CCCCC3)cc2)cc1	117
CCCCOC(=O)c1ccccc1Cl	106
CCOC(=O)/C(C#N)=C\c1ccc(OCC)c(OCC)c1	94
CCc1ccc2c(c1)CCC2	97
CC(=O)OCCC/C(=C/c1cc2ccccc2c2ccccc12)[N+](=O)[O-]	-52*
COc1ccc(-c2n[nH]nc2-c2csc3ccccc23)cc1OC	10
ClCCCN1CCCCC1	116
CCC1(c2ccccc2)NC(=O)N(CC(=O)NCC(=O)Nc2ccc(Br)cc2C)C1=O (configuration not stated)	86
Cc1ccccc1C(OCCN(C)C)c1ccccc1 (configuration not stated)	87&108
O=C1NCCN1Cc1ccccc1	95
Cc1cc2c(C(C)C)c(O)c(O)c(C=NC3CCCCC3)c2c(O)c1-c1c(C)cc2c(C(C)C)c(O)c(O)c(C=NC3CCCCC3)c2c1O	103
COc1cc2c(cc1I)-c1c(cc(OC)c(OC)c1OC)CC[C@@H]2NC(C)=O	6.9*
NC(N)=NS(=O)(=O)c1ccc(N=Nc2c(N)[nH][nH]c2=O)cc1	102
O=S(=O)(NCCNc1nccc(-c2c(-c3ccc(F)c(O)c3)nc3occn23)n1)c1ccc(Cl)cc1	97
O=S(=O)(OCCCCCCOS(=O)(=O)c1ccc(F)cc1)c1ccc(F)cc1	77
CC1CC(C(C)(C)C)C(=O)C(C(C)(C)C)C1 (configuration not stated)	107
COc1cc(-c2noc(C(Cc3ccccc3)NC(=O)OCc3ccccc3)n2)cc(OC)c1OC (configuration not stated)	91
CCCCCCCCCCCCCCCc1ccc(C(=O)C[n+]2ccccc2)cc1	-69*
C=CC(=O)N[C@H](/C=C/C(=O)O)Cc1ccc(-c2cc(Cl)cc(Cl)c2)cc1	100
NS(=O)(=O)c1ccc(CN2C(=O)c3ccc(C(=O)O)cc3C2=O)cc1	91
COc1ccc(-c2cc(Cc3ccc(O)c(OC)c3)c(=O)[nH]n2)cc1	94
CCOC(=O)c1ccc2nc(-c3c(C)nn(-c4ccccc4)c3N3CCCCC3)[nH]c2c1	96
Cc1cc2nnn(Cc3cccc(NC(=O)CCCC(=O)O)c3)c2cc1C	102
Brc1cc(C2CCCCC2)ccc1OCCCN1CCOCC1	81
CCN(CC)CC(=O)Nc1cccc(C(=O)OC(C)C)c1	93
COc1ccccc1/C=C1\Cc2ccccc2C1=O	59
CC(=O)Nc1ccc(C(=O)N/N=C/c2ccc(O)cc2)cc1	100
O=C(NS(=O)(=O)c1ccc2ccccc2c1)n1ccc2cc(Br)cnc21	90
COc1ccc2nc3cc(Cl)ccc3c(NCCNc3c4ccc(Cl)cc4nc4ccc(OC)cc34)c2c1	-75*
OC(COc1ccccc1)CN1CCN(c2ccccc2)CC1 (configuration not stated)	63
CC(C)(C)CC(C)(C)c1ccc(C(=O)O)cc1	102
CC(=O)c1ccc(CCc2ccc(C(C)=O)cc2)cc1	100
Oc1ccccc1/C=N/N=C/c1c(O)ccc2ccccc12	51
CC1(C)N=C(N)N=C(N)N1c1ccc(Cl)c(Cl)c1	36
COc1nc2c(cc1S(=O)(=O)c1ccccc1)CCc1c-2cnn1-c1ccc(Cl)cc1	90
c1ccc2[nH]c(-c3cc(-c4ccc5c(c4)OCO5)n[nH]3)nc2c1	13
NC(=O)c1cc([N+](=O)[O-])c(Cl)c([N+](=O)[O-])c1Cl	-27*
O=C(NO)c1cc(O)c(O)c(O)c1	96
CC1=Cc2ccccc2OC12C=Cc1ccccc1O2 (configuration not stated)	106
Nc1nc2cc(Cl)ccc2n1N	109
CC(=O)[C@H]1CC[C@H]2[C@@H]3CCC4=CC(=O)CC[C@]4(C)[C@H]3CC[C@]12C	76
O=C1c2cccc3c(-c4ccc5c(c4)ncn5C4CCCCC4)ccc(c23)C(=O)N1CCN1CCOCC1	97
c1cncc(-c2nnc3sc(-c4csc5c4CCCC5)nn23)c1	80
CCOC(=O)c1c2ncccc2n2c(=O)n(-c3ccccc3OC)nnc12	89
CC1(C)Oc2cc3oc(=O)ccc3cc2C[C@@H]1OCCOS(=O)(=O)c1ccccc1	95
C[C@@H](Oc1cc(Cl)c(Cl)cc1Cl)C(=O)O	104
Cc1cccc(-c2nc(-c3cccs3)no2)c1	96
NNC(=S)N/N=C/c1ccccn1	1.0*
C[C@]12CC[C@@H]3c4cc(OC(F)F)c(O)cc4CC[C@H]3[C@@H]1CC[C@@H]2OS(N)(=O)=O	7.7*

Rewritten in markdown: entries from further up
| canonical_smiles | HL-60(TB) |
| --- | --- |
| c1ccc2[nH]c(-c3cc(-c4ccc5c(c4)OCO5)n[nH]3)nc2c1 | 13 |
| O=C1c2cccc3c(-c4ccc5c(c4)ncn5C4CCCCC4)ccc(c23)C(=O)N1CCN1CCOCC1 | 97 |
| CCOC(=O)c1c2ncccc2n2c(=O)n(-c3ccccc3OC)nnc12 | 89 |

The list goes on.
SMILES	HL-60(TB)
O=C(N/N=C/c1cccnc1)C(=O)Nc1cccc(C(F)(F)F)c1	99
O=c1c2ccccc2c(=O)c2c1ccc1[nH]c3c(ccc4c(=O)c5ccccc5c(=O)c43)[nH]c12	97
CCN(CC)c1ccc(C(=NO)c2ccc(N(CC)CC)cc2)cc1	83
N/C(=N\c1nc2ccccc2s1)NC(=NC1CCCCC1)NC1CCCCC1	-36*
O=NN(Cc1ccccc1)Cc1ccccc1	119
O=C(NCO)c1ccccc1	94
C/C(=C(/c1ccc(Cl)cc1)c1ccc(OCCCN(C)C)cc1)c1ccc(Cl)cc1	73
COC(=O)Cc1nc2c(N)nc(N)nc2[nH]c1=O	105
CN1CCc2c(sc3nc(-c4cccc(Cl)c4Cl)[nH]c(=O)c23)C1	96
C#CCn1cnc2cnc(Nc3cccc(NC(=O)CCl)c3)nc21	-8.0*[6.25 µM]
COc1cnc2c(c1)C(=O)c1c-2n(CCCN2CCCC2)c(=O)c2cc(Cl)ccc12	28
O=C(N/N=C\c1cc(Cl)ccc1O)N/N=C/c1cc(Cl)ccc1O	6.6*
COc1ccc2[nH]c3c(=O)sc(C(=O)O)cc3c2c1	101
OC1(CCC2(O)CCCCC2)CCCCC1	91
CC(=O)Nc1ccc(C(=O)NC(=S)Nc2ccc(C(=O)NO)cc2)cc1	103

An excerpt of these results, in CSV form.
Compound,HL-60(TB)
CCCCCCCCCCC(CN(C)C)C(=O)c1ccccc1 (configuration not stated),63
CC1=NCCC2NC(=O)NC(C)=C12 (configuration not stated),105
c1cncc(-c2nnc3sc(-c4csc5c4CCCC5)nn23)c1,80
CNc1nc(=O)n(C2CCCO2)cc1C (configuration not stated),95
COc1ccc2cc(C3=Nc4ccccc4SC3)ccc2c1,108
COc1ccc(-c2n[nH]nc2-c2csc3ccccc23)cc1OC,10

Next section
SMILES	HL-60(TB)
O=C1/C(=C/c2cccc(Br)c2)COc2ccc(O)c(O)c21	-15*
O=C(N/N=C/c1c(Cl)cccc1Cl)c1ccccc1Nc1cccc(C(F)(F)F)c1	95
CCn1c2ccccc2c2c3ncc4cccn4c3ccc21	66
N#Cc1ccc(-c2ccc(OCCCN3CCCCC3)cc2)cc1	81
C[C@]12CC(=O)C[C@@H]1C[C@H]1CC[C@]3(C)CC4(C[C@H]3C[C@H]1C2)SCCS4	70
Fc1ccc2c(CN3CCO[C@H](COc4cccc(F)n4)C3)c[nH]c2c1	100
O=C(O)c1ccc(-n2cc(CNc3ccc(Br)cc3)c(-c3ccc(O)cc3)n2)cc1	85
CN(N)c1cnn(-c2ccccc2)c(=O)c1Cl	98
Nn1c(SCC(=O)Nc2ccc([N+](=O)[O-])cc2)nnc1-c1ccc(NC(=O)c2cccnc2)cc1	99
COc1ccc(-c2nc3ccc(C(=O)NN4C(=O)c5ccc(C(=O)O)cc5C4=O)cc3[nH]2)cc1	86
O=C1c2ccccc2C(=O)N1c1ccccc1O	89
CC(C)C(O)c1ccccc1 (configuration not stated)	100
CC1(C)C(=O)/C(=C\c2cccnc2)C[C@]2(C)[C@H]3CC=C4[C@@H]5C[C@@](C)(C(=O)O)CC[C@]5(C)CC[C@@]4(C)[C@]3(C)CC[C@@H]12	104
O=C(Oc1cccc2ccccc12)c1ccccc1C(=O)c1ccccc1	-8.8*
